hERG protect: hERG (human) protection from proarrhythmic block; Q12809; CHO-hERG, FluxOR thallium flux, dofetilide IC70 present; activation (rescue from dofetilide block), less the hit threshold, % at 10 µM; 310,000 compounds, 0.51% hits; AID 1511;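 active means activation above the mean of controls blocked by dofetilide plus 5 SD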;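 further: thallium influx through hERG after potassium depolarization seen as dye fluorescence rise; in these data hits start at about 4.7%; inactives centre near -7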
Target sequence (Q12809 whole entry, looked up): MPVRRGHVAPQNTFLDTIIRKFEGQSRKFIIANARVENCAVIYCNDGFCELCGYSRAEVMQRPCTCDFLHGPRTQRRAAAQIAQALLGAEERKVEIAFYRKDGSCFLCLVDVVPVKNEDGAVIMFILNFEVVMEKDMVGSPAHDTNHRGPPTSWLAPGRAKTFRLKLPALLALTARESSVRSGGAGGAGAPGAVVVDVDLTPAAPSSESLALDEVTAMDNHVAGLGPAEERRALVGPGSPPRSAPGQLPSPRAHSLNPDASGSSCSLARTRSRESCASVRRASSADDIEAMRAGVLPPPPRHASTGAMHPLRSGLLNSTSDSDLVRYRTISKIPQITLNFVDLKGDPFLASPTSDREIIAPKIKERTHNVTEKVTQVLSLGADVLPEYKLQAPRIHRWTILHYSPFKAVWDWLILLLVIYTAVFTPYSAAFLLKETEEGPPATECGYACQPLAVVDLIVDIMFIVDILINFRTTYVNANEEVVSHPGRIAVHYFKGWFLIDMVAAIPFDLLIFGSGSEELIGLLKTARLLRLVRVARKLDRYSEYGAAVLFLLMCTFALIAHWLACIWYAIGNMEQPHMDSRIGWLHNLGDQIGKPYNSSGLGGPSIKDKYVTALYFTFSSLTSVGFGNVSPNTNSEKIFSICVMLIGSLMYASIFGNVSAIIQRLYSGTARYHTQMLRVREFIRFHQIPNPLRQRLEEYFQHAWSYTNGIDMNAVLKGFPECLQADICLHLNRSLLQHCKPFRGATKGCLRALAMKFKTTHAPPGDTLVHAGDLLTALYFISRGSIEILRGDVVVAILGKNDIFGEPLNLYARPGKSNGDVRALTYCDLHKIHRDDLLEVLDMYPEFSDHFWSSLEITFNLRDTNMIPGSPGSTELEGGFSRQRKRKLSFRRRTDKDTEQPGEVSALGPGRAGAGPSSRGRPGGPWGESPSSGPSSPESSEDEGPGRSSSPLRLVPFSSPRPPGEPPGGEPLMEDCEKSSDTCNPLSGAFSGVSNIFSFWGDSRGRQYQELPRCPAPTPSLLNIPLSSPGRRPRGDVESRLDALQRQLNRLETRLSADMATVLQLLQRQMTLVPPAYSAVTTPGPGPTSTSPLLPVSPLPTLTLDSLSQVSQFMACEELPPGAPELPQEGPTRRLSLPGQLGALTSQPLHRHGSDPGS
KCNQ1 act: potentiators or activators of human KCNQ1 potassium channel; B-score at 10 µM; AID 2648; P51787; CHO-K1 KCNQ1, thallium flux FluxOR fluorescence; stronger effect = higher value; 310,000 compounds, 0.35% hits;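 active means fluorescence ratio B-score, a plate-corrected score, at least three library SD, with initial intensity B-score within 5 SD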
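Material: CHO-K1 cells stably expressing KCNQ1. Medium: assay buffer for compound exposure, DMSO matched across wells. Reagent: K+/Tl+ depolarizing stimulus. Compound dosing: single-concentration screen. Times: 37 °C overnight plating, 90-min dark dye load, 20-min compound pretreatment. Technique: FluxOR Tl+ flux fluorescence.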
ANO1 activ: activates or potentiates the mouse TMEM16A chloride channel | HEK293 TMEM16A/YFP-H148Q/I152L, iodide quench fluorescence; stronger effect = lower value | Q8BHY3 | AID 623877 | 340,000 compounds, 0.3% hits | B-score at 10 µM;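 active means fluorescence-ratio B-score plate-corrected deviation score at least 3 library SD below zero, with starting fluorescence score within 5 deviations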;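 further: channel opened by trigger with iodide after compound preincubation; score built on the fluorescence ratio of max minus min over baseline; more negative score means more quench and so TMEM16A activation or potentiation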
RGS4 inh: inhibitors of human RGS4; 310,000 compounds, 0.45% hits; P49798; HEK293 M3R/RGS4 inducible, Fluo-4 calcium flux; stronger effect = higher value; triggered by carbachol at its EC20; B-score at 10 µM;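 active means B-score, a plate-corrected calcium signal, over three deviations above library mean, with baseline fluorescence within five deviations of library mean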;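 further: RGS4 expression induced by doxycycline in cells with stable M3 receptor; B-score is computed from the integrated fluorescence ratio over baseline after carbachol; higher B-score means a larger calcium signal and so more RGS4 inhibition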
KCNK3 block: human KCNK3 channel inhibition, primary screen | O14649 | CHO-KCNK3 thallium flux, FluxOR fluorescence; stronger effect = lower value | B-score at 10 µM | 340,000 compounds, 0.84% hits;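 active means B-score under library mean minus 4 SD, starting fluorescence ratio at most library mean plus 5 SD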;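 further: more negative B-score means stronger inhibition of thallium flux through KCNK3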
KCNQ1 inh: blocks the human KCNQ1 potassium channel; 310,000 compounds, 1.3% hits; CHO-K1 KCNQ1, FluxOR thallium flux fluorescence; stronger effect = higher value; P51787; B-score at 10 µM;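 active means compounds whose thallium flux B-score, printed positive for inhibition, exceeds three library SD while starting fluorescence stays within three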;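 further: channel opened by potassium depolarization with thallium stimulus after 20 min compound exposure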
HDAC3 inh: human HDAC3 inhibition | AID 2718 | recombinant HDAC3, fluorogenic peptide/trypsin coupled, fluorescence | O15379 | 320,000 compounds, 0.15% hits | inhibition, % at 8.3 µM; in the data active means inhibition above about 26%, passing the limit was not always enough; inconclusive means no clear call, values can overlap the other calls
SKKanGAS inh: inhibitors of SKKanGAS S. pyogenes growth in kanamycin (SK-promoter or general growth effect); BacTiter-Glo, 6 h; inhibition, % at 7.5 µM; 300,000 compounds, 1.3% hits;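 active means mean replicate score, as percent of positive control median, at least 50; inconclusive means mean below 50 but one replicate at or above 50; inactive means mean and every replicate below 50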;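 further: strain carries kanamycin resistance gene driven by streptokinase promoter and grows in 40 µg/ml kanamycin; loss of luminescence reflects streptokinase promoter inhibition or plain growth inhibition; 0% = median of DMSO wells and 100% = positive control at its reference dose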
TMEM16A inh: mouse TMEM16A channel inhibition, primary screen; Q8BHY3; HEK293 TMEM16A/YFP iodide influx fluorescence, ionomycin; normalized B-score (activity score, 25-100; higher = stronger inhibition) at 10 µM; 310,000 compounds, 1.2% hits;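 active means ratio plate-corrected score three or more library SD toward inhibition, starting fluorescence score within five deviations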;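 further: score derived from kinetic fluorescence span divided by baseline fluorescence per well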
KCNK9 block: blocks the human KCNK9 two-pore domain potassium channel. AID 488922. HEK293 KCNK9, FluxOR thallium flux fluorescence; stronger effect = lower value. 310,000 compounds, 1.2% hits. B-score at 10 µM;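 active means ratio B-score over 3 SD below the library mean, with starting fluorescence within 5 SD of its mean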;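 further: negative B-score means less thallium flux so channel inhibition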
RGS4 act: RGS4 potentiation or activation. HEK293 M3R/inducible RGS4, carbachol calcium flux Fluo4; stronger effect = lower value. B-score at 10 µM. 310,000 compounds, 0.92% hits. AID 463111;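 active means B-score of the integrated calcium signal more than 4 SD below the library mean, with starting fluorescence not abnormally high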;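 further: negative B-score means reduced calcium response which marks RGS4 activation or potentiation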
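Test system: HEK293 cells with stable M3R and inducible RGS4; also added: carbachol at ECmax as muscarinic agonist stimulus; schedule: dye loading 30 min 37 °C, buffer rest 30 min RT; technique: kinetic calcium fluorescence imaging with Fluo4-AM dye, 2 µM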
* marks the source's active call; other numbers are inactive results; i = inactive; ? = inconclusive; . = no result given. The order is random, and some 6.3% of all compounds hit somewhere here.

SMILES	hERG protect	KCNQ1 act	ANO1 activ	RGS4 inh	KCNK3 block	KCNQ1 inh	HDAC3 inh	SKKanGAS inh	TMEM16A inh	KCNK9 block	RGS4 act
CCCCCn1c(=O)[nH]c2cc(C(=O)NCc3ccco3)ccc2c1=O	-10.6	i	i	i	i	i	-1.6	-10.3	i	i	i
CCOc1cc(/C=N/NC(=O)CN2CCOCC2)ccc1OCc1ccccc1	-7.0	i	i	i	i	i	4.5	1.9	i	i	i
O=C(NCCN1CCOCC1)c1cc2cc([N+](=O)[O-])ccc2s1	0.7	i	i	i	i	i	0.0	-5.1	i	i	i
CC(NC(=O)c1cccs1)C1CCCO1 (stereo not given)	-9.6	i	i	i	i	i	-3.8	-1.5	i	i	i
Nc1ccc(SC(F)(F)F)cc1C(=O)c1ccccc1	-6.8	i	i	i	i	i	8.4	39.9	i	i	i
Cc1ccc(NC(=O)N2CCCC2C(=O)NCC2CCCCC2)cc1 (stereo not given)	-12.1	i	i	i	i	i	1.6	10.4	i	i	i
O=C(O)CCC(=O)N1CCN(c2ncccc2C(F)(F)F)CC1	-3.6	i	i	i	i	i	-7.4	-0.1	i	i	i
N#CCC(=O)N/N=C/c1cccc(Oc2ccccc2)c1	-3.9	i	i	i	i	i	-0.7	-7.7	i	i	i
CN(C(=O)CSc1nc(N)cc(N)n1)C1CCS(=O)(=O)C1 (stereo not given)	-10.1	i	i	i	i	i	3.8	-1.3	i	i	i
NC(=O)C1=C[C@@H](c2ccc(Br)cc2)C[C@@H](OCCCCO)O1	-6.3	i	i	i	i	i	2.9	1.9	i	i	i
Cc1nnc(SCC(=O)N(C)c2c(N)n(Cc3ccccc3)c(=O)[nH]c2=O)n1Cc1ccccc1	-11.4	i	i	i	i	i	-2.0	-3.3	i	i	i
COc1ccccc1CNC(=O)c1cn(C)c2ccc(S(=O)(=O)N3CCCCC3)cc2c1=O	-1.2	i	.	i	.	i	-3.8	-2.1	i	i	i
COc1ccccc1NC(=O)COc1cc(C)nc(C(C)C)n1	-9.3	i	i	i	i	i	2.1	-2.4	i	i	i
CCSc1ncnc2c1sc1nc3c(cc12)COC(C)(C)C3	-10.0	i	i	i	i	i	-0.1	-0.6	i	i	i
COc1ccccc1NC(=O)Nc1nnc(C(C)C)s1	-9.5	i	i	i	i	i	-3.3	-2.3	i	i	i
COC(=O)c1ccc(CN2CCCC(CCC(=O)NCc3ccc(C)o3)C2)cc1 (stereo not given)	2.5	i	i	i	i	i	?	4.9	i	i	-8.99*
COc1cc2[nH]c(=O)n(CCC(=O)NC3CCCC3)c(=O)c2cc1OC	-10.6	i	i	i	i	i	-0.5	-0.5	i	i	i
COc1cccc(/C=C/C(=O)c2ccc3c(c2)OCCO3)c1OC	-1.2	i	i	i	i	i	4.7	-1.4	i	i	i
CS(=O)(=O)c1ccc2nc(NC(=O)CCC(=O)c3cccs3)sc2c1	-8.0	i	i	i	i	i	-5.8	-4.7	i	i	i
COc1ccc(NC(=O)CC2CC3CCC2C3)cn1 (stereo not given)	-18.4	i	i	i	i	i	-5.1	-16.8	i	i	i
Cc1c(Cc2ccccc2)c(=O)oc2c(CN(C)C)c(O)c(Cl)cc12	-11.4	i	i	i	i	i	-114.0	4.9	i	i	i
CCCn1c(CCNc2nc(-c3ccc(Cl)c([N+](=O)[O-])c3)cs2)nc2cc(Cl)c(Cl)cc21	-8.9	i	i	i	i	i	2.0	12.8	i	i	i
CC(=O)NC1(c2ccccc2)CCN(Cc2nnnn2C(C)(C)C)CC1	-6.1	i	i	i	i	i	4.5	-5.1	i	i	i
COc1ccc(-c2nnnn2C)cc1S(=O)(=O)NCc1ccccc1	-4.1	i	i	i	i	i	-2.2	4.4	i	i	i
Nc1nnc(SCC(=O)OCC(=O)c2ccccc2Br)s1	-14.7	i	i	i	i	i	4.0	.	i	i	i
Cc1ccc(/C=C2\SC(=S)N(C(Cc3ccccc3)C(=O)O)C2=O)cc1 (stereo not given)	-16.6	i	i	i	i	i	14.8	20.7	i	i	i
COc1ccc(CNc2oc(-c3ccccc3)nc2C#N)cc1	-1.0	i	i	i	i	i	-19.0	-2.8	i	i	i
Cc1ccc(C(=O)C(OC(=O)CCC(=O)Nc2cccc(C)c2)c2ccccc2)cc1 (stereo not given)	-12.9	i	i	i	i	i	5.4	1.8	i	i	i
CC(/C=N/NC(=O)c1cccc([N+](=O)[O-])c1)=C\c1ccccc1	-2.9	i	i	i	i	i	-0.3	-0.9	i	i	i
COc1ccc(-n2c(SCC(=O)Nc3sc4c(c3C#N)CCCC4)nnc2-c2ccccc2OC)cc1	-6.1	i	i	i	i	i	12.9	16.4	i	i	i
COc1cc(NC(=O)c2cccc(COCC(F)(F)C(F)F)c2)cc(OC)c1OC	-5.3	i	i	i	i	i	0.8	-0.9	i	i	i
Cc1ccc(SC(C)C(=O)Nc2cccnc2)cc1 (stereo not given)	-9.0	i	i	i	i	i	-1.2	15.0	i	i	i
CCS(=O)(=O)N1CCN(S(=O)(=O)c2ccc3c(c2)OCCO3)CC1	-5.7	i	i	i	i	i	1.4	-5.9	i	i	i
CCC(=O)NC(c1cccs1)c1ccc2cccnc2c1O (stereo not given)	0.9	i	i	i	i	i	4.1	41.3	i	i	i
Cc1cc(C)cc(N(CC(=O)N2CCCCCC2)S(C)(=O)=O)c1	-2.0	i	i	i	i	i	-6.0	-1.5	i	i	i
O=C(CCN1C(=O)/C(=C/c2ccc(Cl)cc2)SC1=S)NCCCn1ccnc1	-16.4	i	i	i	i	i	3.2	-3.9	i	i	i
Cc1ccc(C2C3C(=O)N(c4ccccc4)C(=O)C3N3CCCN23)cc1 (stereo not given)	-7.8	i	i	i	i	i	1.9	-4.6	i	i	i
CCC1=NN(C(=O)Cc2ccc([N+](=O)[O-])cc2)C(O)(c2ccncc2)C1 (stereo not given)	-1.9	i	i	i	i	i	0.4	-0.9	i	i	i
Cc1cccc2c(=O)c(Br)c(C)n(Cc3ccccc3)c12	-11.9	i	i	i	-8.91*	i	7.1	-4.9	i	-7.8*	i
CC1=C(C(=O)OC(C)C)C(c2ccc(C)o2)C(C(=O)OC(C)C)=C(C)N1	-10.8	i	i	i	-9.42*	i	16.3	-4.4	i	i	i
COc1cccc(-c2cc(CC3(O)CCN(CCCc4ccccc4)CC3)on2)c1	-16.9	i	i	i	i	i	1.7	5.7	i	i	i
CC(C)CCN1C(=O)CCC1(C)C(=O)NC1CCCCCC1 (stereo not given)	-6.8	i	i	i	i	i	-2.2	0.4	i	i	i
Cc1ccc(CNC(=O)c2c(-c3ccccc3)noc2C)cc1	-5.1	i	i	i	i	i	0.4	3.8	i	i	i
COc1ccc(S(=O)(=O)N(Cc2cccs2)C2CCCC2)cc1	-3.8	i	i	i	i	i	7.4	5.3	100*	i	i
COc1ccccc1C(=O)N/C(=C\c1cn(S(=O)(=O)N(C)C)c2ccccc12)C(=O)NCCCN1CCOCC1	-5.9	i	i	i	i	i	2.1	1.1	i	i	i
CCOC(=O)C1CCN(C(=O)c2cccc(C(=O)N3CCC(C(=O)OCC)CC3)c2)CC1	-7.4	i	i	i	i	i	-1.4	9.2	i	i	i
O=C(N/N=C/c1cccnc1)C(O)(c1ccccc1)c1ccccc1	-1.8	i	i	i	i	i	4.6	-8.0	i	i	i
CCCN1CCC(N2CCN(c3cccc(C(F)(F)F)c3)CC2)CC1	-8.3	i	i	i	i	i	1.3	-2.5	i	i	i
CC(NC(=O)c1ccccc1NS(C)(=O)=O)c1ccccc1 (stereo not given)	-11.6	i	i	i	i	i	-8.3	-8.7	i	i	i
CS(=O)(=O)Nc1ccc2[nH]c(=O)[nH]c2c1	-5.0	i	i	i	i	i	-1.3	6.1	i	i	i
O=C(O)c1ccc(-c2nnn(Cc3cccc(C(F)(F)F)c3)n2)cc1	-9.7	i	i	i	i	i	-4.8	0.2	i	i	i
CCOC(=O)C(C(=O)c1ccccc1)C1CC(C)NC(=S)N1 (stereo not given)	-0.5	i	i	i	i	i	-11.5	-3.6	i	i	i
CCOCCCNC(=O)Cn1cnc2c(cnn2-c2ccc(F)cc2)c1=O	-3.8	i	i	i	i	i	-7.6	-13.1	i	i	i
O=S1(=O)CCC(NC2CCCC2)C1 (stereo not given)	-5.2	i	i	i	i	i	-5.4	-2.8	i	i	i
N#Cc1ccc(N2CCc3ccccc3C2)c([N+](=O)[O-])c1	-4.7	i	i	i	i	i	.	-0.2	i	i	i
CC1=CC(C)(C)Nc2ccc(OC(=O)c3ccco3)cc21	-9.8	i	i	i	i	i	6.1	1.8	i	i	i
S=c1[nH]ncn1/N=C/c1ccccc1	.	.	i	.	i	.	10.4	-9.8	i	.	.
Cc1ccc(CCSCC(=O)O)cn1	-7.2	i	i	i	i	i	3.2	-5.1	i	i	i
O=S(=O)(c1ccccc1)N1N=C(c2ccc(O)cc2)CC1c1ccco1 (stereo not given)	-16.8	i	i	i	i	i	4.0	10.9	i	i	i
Cc1cccc(NS(=O)(=O)c2ccc(C(=O)NCC(c3ccco3)N(C)C)cc2)c1C (stereo not given)	-9.6	i	i	i	i	i	0.0	-2.5	i	i	i
(cont.)
SMILES	hERG protect	KCNQ1 act	ANO1 activ	RGS4 inh	KCNK3 block	KCNQ1 inh	HDAC3 inh	SKKanGAS inh	TMEM16A inh	KCNK9 block	RGS4 act
COc1ccccc1N1CCN(CCCCN2C(=O)c3ccccc3C2=O)CC1	-5.9	i	i	i	i	i	3.4	4.5	i	i	i
O=C(NCc1ccco1)c1cccc2ccccc12	-2.5	i	i	i	i	i	-3.3	-2.9	i	i	i
CCCCC(=O)Nc1sc2c(c1C(N)=O)CCC2	-9.6	i	i	i	i	i	1.6	3.0	i	i	i
CC(CC(=O)N1CCc2ccccc21)n1cccn1 (stereo not given)	-4.9	i	i	i	i	i	1.1	-2.3	i	i	i
CCNC(=O)CSc1nc2cc(S(=O)(=O)Nc3ccc(OC)cc3)ccc2o1	-11.5	i	i	i	i	i	6.4	7.5	i	i	i
CCc1ccc(C(=O)OCC(=O)N(CCOC)c2c(N)n(Cc3ccccc3)c(=O)[nH]c2=O)cc1	-13.1	i	i	i	i	i	-0.9	-9.3	i	i	i
CN(C)c1ccc(/C=C/C(=O)c2ccc(O)cc2)cc1[N+](=O)[O-]	-9.8	i	i	i	i	i	9.8	0.6	i	i	i
CCc1cc(C(=O)N2CCCC(Nc3ccc(F)c(F)c3)C2)n(C)n1 (stereo not given)	-11.7	i	i	i	i	i	3.4	12.7	i	i	i
COC(=O)N/N=C\c1ccc(OC/C=C/c2ccccc2)c(OC)c1	-11.4	i	i	i	i	i	-3.9	-10.3	i	i	i

Screening results deposited in PubChem by several laboratories.
